OX1R antag-1: OX1R (HCRTR1) antagonists, primary screen, fluorescence, CHO/OX1R cells, Fluo-8 calcium, orexin A; Fluo-8 calcium fluorescence; inhibition, % at 5 µM; 0.43% of 330,000 active; AID 434989, 2010;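 active = inhibition above its plate's threshold, mean inhibition of all tested compounds on the plate plus 3 SD, cut at about 37% in these data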;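 also: 0% = orexin A challenge wells and 100% = SB-334867-A antagonist wells; not every result past the cut was called active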
Target sequence (O43613 whole entry, looked up): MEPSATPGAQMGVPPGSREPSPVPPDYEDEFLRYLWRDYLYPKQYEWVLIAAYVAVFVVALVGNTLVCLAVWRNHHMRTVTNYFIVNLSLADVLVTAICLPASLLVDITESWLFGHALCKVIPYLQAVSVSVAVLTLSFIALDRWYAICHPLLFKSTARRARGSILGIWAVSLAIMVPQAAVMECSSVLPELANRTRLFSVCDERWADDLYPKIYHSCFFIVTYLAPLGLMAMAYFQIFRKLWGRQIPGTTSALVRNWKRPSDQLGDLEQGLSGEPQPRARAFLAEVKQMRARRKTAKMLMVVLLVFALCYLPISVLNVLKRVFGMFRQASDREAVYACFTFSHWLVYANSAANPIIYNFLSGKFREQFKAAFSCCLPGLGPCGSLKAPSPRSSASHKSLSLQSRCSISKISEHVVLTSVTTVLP
OX1R antag-2: antagonists of human orexin 1 receptor (OX1R). Orexin/Hypocretin receptor type 1 (Homo sapiens), O43613. OX1R-expressing cells, FRET antagonist read-out. inhibition, % at 6.6 µM. 1.8% of 330,000 active. AID 485270, 2010; in the data active = inhibition mostly above about 38%, no sharp cut-off; inactive = mostly below about 40%;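 also: 0% = agonist challenge alone and 100% = reference antagonist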
Numbers without * were called inactive.

Sample of the layout:
SMILES	OX1R antag-1	OX1R antag-2
O=C1CN(C(=O)COC(=O)COc2ccccc2)c2ccccc2N1	2	3
COC(=O)C1(C)Nc2ccccc2C(=O)N1c1ccccc1C (centres undefined)	-22	10

The whole of this part (from the top)
SMILES	OX1R antag-1	OX1R antag-2
O=C1CN(C(=O)COC(=O)COc2ccccc2)c2ccccc2N1	2	3
COC(=O)C1(C)Nc2ccccc2C(=O)N1c1ccccc1C (centres undefined)	-22	10
Cc1cc(Cl)cc(C)c1OCC(=O)NC1CCCCCC1	-19	-2
CC(C)c1ccc2[nH]c(O)c(N=NC(=O)c3cccc(S(=O)(=O)Nc4cccc(Cl)c4)c3)c2c1	-15	12
Cc1csc(CN(C)C(=O)c2cn(Cc3cccc4ccccc34)nn2)n1	-13	2
Cc1cccc2cc3ccccc3nc12	-9	12
Cc1ccc2c(c1)c1c3n2CCN(CC(N)=O)C3CCC1 (centres undefined)	-1	26
O=C(CSc1nncn1-c1ccccc1F)NC1CCCCC1	12	17
O=C(COC(=O)Cc1ccccc1F)Nc1ccc(SC(F)F)cc1	3	-6
COc1cc(C2N(c3ccccc3)CCN2c2ccccc2)cc(OC)c1OC	-8	6
Cc1ccc(O)c(C2=NOC(O)(C(F)(F)C(F)F)C2)c1 (centres undefined)	3	2
O=C(CSc1ccccc1)N(c1ccc(Br)cc1)c1nccs1	-26	14
O=C(Cn1nc(-c2ccccc2)ccc1=O)Nc1ccc(-n2cnnn2)cc1	8	28
COCCCNCCOc1ccc(C)cc1[N+](=O)[O-]	-4	12
CN(Cc1cnn(C)c1)C(=O)c1ccc(OC2CCN(CCc3ccccc3)CC2)cc1	3	13
O=C(NCc1ccco1)C(c1cccs1)N(C(=O)C1COc2ccccc2O1)c1cccc(O)c1 (centres undefined)	-5	29
CC(=O)NS(=O)(=O)c1ccc(NC(=O)c2ccc(-n3nc(C)cc3C)cc2)cc1	-8	5
CCOC(=O)CSc1nnc(CNC(=O)c2cc(OCC)c(OCC)c(OCC)c2)n1C	-8	2
CC(C)C(=O)NCc1cc(-c2ccccc2)no1	-2	-2
O=C(NCC(c1cccs1)N1CCOCC1)c1ccccc1NS(=O)(=O)c1cc([N+](=O)[O-])ccc1Cl (centres undefined)	-5	42
COc1ccc(-n2nc3c(c2NC(=O)c2ccc(Br)cc2)CS(=O)C3)cc1 (centres undefined)	-12	13
Cc1nc2ccccc2c(=O)n1/N=C/c1ccccc1F	-4	1
CCO[C@H]1OC(C(=O)N2CCN(C)CC2)=C[C@@H](c2ccc(C(F)(F)F)cc2)[C@@H]1CCCO	-18	13
CN1CCN(CC(=O)Nc2ccccc2Oc2ccccc2)CC1	-23	3

Looked up by compound from above, 2 records:
SMILES	OX1R antag-1	OX1R antag-2
O=C(NCC(c1cccs1)N1CCOCC1)c1ccccc1NS(=O)(=O)c1cc([N+](=O)[O-])ccc1Cl (centres undefined)	-5	42
CN1CCN(CC(=O)Nc2ccccc2Oc2ccccc2)CC1	-23	3

(list continues)
SMILES	OX1R antag-1	OX1R antag-2
O=C(c1cccs1)N1CCCC(c2nc3c(nnn3Cc3ccc(F)cc3)c(=O)[nH]2)C1 (centres undefined)	-26	4
COC(=O)c1ccc(NC(=O)COc2cccc(-n3cnnn3)c2)cc1	4	2
CCOC(=O)Cn1c(S(=O)(=O)Cc2ccc(F)cc2)nc(-c2ccccc2)c1-c1ccccc1	-12	14
COc1ccccc1NS(=O)(=O)c1cc(NC(=O)c2cc3ccccc3oc2=O)ccc1C	-20	5
O=C(Oc1ccc2c(-c3ccccc3)cc(=O)oc2c1)c1cccs1	-19	4
COc1ccc(NC(=S)N2CCC(Cc3ccccc3)CC2)cc1OC	-23	3
CSc1n[nH]c(-c2sccc2OCc2ccc(C)cc2)n1	-23	36
CC(=O)Nc1cccc(S(N)(=O)=O)c1C	-7	17
C=CCn1c(SCC(=O)NC2CCS(=O)(=O)C2)nnc1-c1cc2c(s1)CCC(CC)C2 (centres undefined)	-35	16
CCOc1ccc(CNC(=O)C2CCN(c3nnc(C)c4c(C)n(-c5ccc(C)cc5)nc34)CC2)cc1	-18	7
CC(C)(C)c1ccc(C(=O)NNC(=O)Cc2ccccc2)cc1	-20	12
Cc1ccc(NS(=O)(=O)c2cccc(C(=O)NCC(c3cccs3)N(C)C)c2)cc1 (centres undefined)	-26	3
CNc1ccccc(C(=O)/C=C/c2ccccc2OC)c1=O	4	7
Cc1cc2c(cc1C)N(Cc1ccc(Cl)cc1)C1=NCCCN12	-11	20
Cc1cccc(NC(=O)C(=O)NNC(=O)c2ccc(C(C)(C)C)cc2)c1	95*	21
CC1=C(C(=O)NC2CCCc3c2cnn3-c2cc(F)cc(F)c2)OCCO1 (centres undefined)	-16	10
N#CC1=C(N)Oc2n[nH]c(-c3ccccc3)c2C1c1cccnc1 (centres undefined)	4	37
Cc1cccc(/N=C/c2c(O)[nH]c3ccccc23)n1	3	20
Cc1nn(C)c(Oc2ccc(Cl)cc2)c1C=O	-9	15
CN1C(=O)NC(c2ccc(O)cc2)C2=C1CN(c1ccc(O)cc1)C2=O (centres undefined)	-7	4
Cc1nc([N+](=O)[O-])c(C(=O)OCc2ccccc2F)n1C	-11	7
CC(=O)c1cccc(NC(=O)CCC(=O)Oc2ccc(C)cc2)c1	-6	4
COc1ccc(C(=O)N2CCC3(CC2)NCCc2[nH]cnc23)cc1	16	-3
CCCCN(C)CCNC(=O)CCn1nc(-c2ccc(Cl)cc2)ccc1=O	-11	1
O=S(=O)(/N=C(/c1ccccc1)N1CCCCCC1)c1ccccc1	-21	22
CSCCC(NC(=O)c1ccccc1)C(=O)N1CCN(C(C)=O)CC1 (centres undefined)	8	-1
O=C(NC1CCN(S(=O)(=O)c2ccc(F)cc2)CC1)C1CCCCC1	-31	12
CC(=O)C1=C(O)C(=O)OC1c1ccc(Cl)cc1 (centres undefined)	-8	2
Cc1ccc(CN2CCN(Cc3nc4c(s3)CCCC4)CC2CCO)cc1 (centres undefined)	-34	7
Cc1cccc2sc(NS(=O)(=O)c3ccccc3)nc12	-9	9
Cc1cc(S(=O)(=O)N2CCCC2)ccc1OCC(=O)N1CCOCC1	-3	0
COc1cc(N)c(Cl)cc1C(=O)OCC(=O)c1ccc2c(c1)NC(=O)CO2	-7	15
CCN=C1S/C(=C\c2sccc2C)C(=O)N1CC	-25	4
COc1ccc(-n2c(SCC(=O)Nc3cc(C)on3)nc3ccc(O)cc3c2=O)cc1OC	-41	12
CCOC(=O)C1CCCN(C(=O)Cn2cnc3sc(C)c(S(=O)(=O)N4CCOCC4)c3c2=O)C1 (centres undefined)	-4	22
CS(=O)(=O)NCc1csc(-c2ccccc2)n1	-9	18
CSC(=NCc1ccco1)NC#N	-8	12
Cc1ccc(CSc2nc3c(c(=O)[nH]c(=O)n3C)n2CCC(C)C)cc1	-49	7
CCOc1ccc(N2C(=O)C3C(c4ccc(O)cc4)NC(CCSC)(C(=O)OC)C3C2=O)cc1 (centres undefined)	-12	22
COc1ccc(CN(C)C(=O)C23CC4CC(CC(C4)C2)C3)c(OC)c1	-21	16
O=C(CCN1C(=O)/C(=C/c2ccc(F)cc2)SC1=S)Nc1cccnc1	-3	29
Cc1cccc(C)c1NC(=O)CNC(=O)C1CCCC1	3	-4
COc1ccc2c(c1)CC/C(=C/c1cc(OC)c(OC)c(OC)c1)C2=O	-25	20
COc1ccc(CNC(=O)c2c(C)nc3ccccn23)cc1	-13	31
COCCOC(=O)c1c(N)n(CCCN2CCOCC2)c2nc3ccccc3nc12	-22	7
Cn1c(=O)n(C)c2cc(NC(=O)CSc3ccccc3)ccc21	-12	10
COc1ccc(-c2nc3ccccc3c(=O)n2CCCN2CCOCC2)cc1	-5	10
CCOC(=O)c1c(C)[nH]c(C)c1C(=O)COC(=O)Cc1n[nH]c(=O)c2ccccc12	18	3

Given with the structure last: part of the list above.
OX1R antag-1	OX1R antag-2	molecule
-12	10	Cn1c(=O)n(C)c2cc(NC(=O)CSc3ccccc3)ccc21
-13	31	COc1ccc(CNC(=O)c2c(C)nc3ccccn23)cc1
-8	12	CSC(=NCc1ccco1)NC#N
-49	7	Cc1ccc(CSc2nc3c(c(=O)[nH]c(=O)n3C)n2CCC(C)C)cc1
-12	22	CCOc1ccc(N2C(=O)C3C(c4ccc(O)cc4)NC(CCSC)(C(=O)OC)C3C2=O)cc1 (centres undefined)
-5	10	COc1ccc(-c2nc3ccccc3c(=O)n2CCCN2CCOCC2)cc1

Additional records:
SMILES	OX1R antag-1	OX1R antag-2
CCCCn1cnc2c(c(-c3ccccc3)c(-c3ccccc3)n2Cc2ccco2)c1=N	-17	4
Cc1nc2sc(C(c3cccs3)N3CCN(C(=O)c4ccco4)CC3)c(O)n2n1 (centres undefined)	3	6
COc1ccc(OC)c(C2C(C(=O)Nc3ccccc3OC)=C(C)Nc3nc(CCCO)nn32)c1 (centres undefined)	-11	13
CC(=O)Nc1ccc(C2=NN(c3ccccc3)C(c3ccccc3)C2)cc1 (centres undefined)	-30	5
O=S1(=O)CCC(NC2CCCC2)C1 (centres undefined)	3	9
O=C(CCN1C(=O)/C(=C\c2ccccc2)SC1=S)NNC(=O)c1cccnc1	-18	19
Cc1c(C(=O)NCCN(C)C)oc2ccc(S(=O)(=O)N3CCC4(CC3)OCCO4)cc12	-7	13
O=C(O)C1CCC(=O)N(C2CCCCC2)C1c1ccccc1 (centres undefined)	-13	21
O=C(O)c1ccc2c(=O)n3c(nc2c1)/C(=C/c1ccc(F)cc1)CC3	-10	2
c1ccc(-n2ncc3c(NCCN4CCOCC4)ncnc32)cc1	-5	-2
Nc1nc(Nc2ccccc2F)nc(NCc2ccco2)c1[N+](=O)[O-]	-32	17
COc1ccccc1NCC(=O)N/N=C/c1sccc1C	-26	21
COc1cccc(C(=O)N/N=C/c2ccc(Oc3ccc([N+](=O)[O-])cn3)c(OC)c2)c1	-31	13
Cc1cc(C)c(C(=O)C2OC(=O)C(C)(C)C(=O)C2(C)C)c(C)c1 (centres undefined)	-28	23
COc1ccc(CNC(=O)CNC(=O)CNS(=O)(=O)c2ccc(C)c(C)c2)cc1	-20	7
O=C1C(=O)N(c2cccc(Cl)c2)C(c2ccccc2[N+](=O)[O-])/C1=C(\O)c1ccccc1 (centres undefined)	-29	14
CCCCC(=O)NN(C)c1nc(-c2ccccc2)nnc1C(F)(F)F	-25	22
COc1ccc(C(=O)NNC(=O)CN2CCC(n3nnc4cc(C)ccc43)CC2)cc1	-7	14
O=C(Nc1ccccc1)c1ccc(S(=O)(=O)N(CCO)CCO)cc1	-3	8
Cc1ccccc1NS(=O)(=O)c1ccc(NS(=O)(=O)c2cccs2)cc1	1	20
O=C(Nc1nc(-c2cc(Cl)sc2Cl)cs1)c1ccc(Br)s1	-16	11
O=c1oc2ccccc2n1CCCCCn1c(=O)oc2ccccc21	-8	9
COC(=O)c1cccc(NC(=O)CSc2nnc(COc3ccc(C#N)cc3)n2-c2ccccc2)c1	-21	4
CCCC(=O)Nc1sc(C)c(C)c1C(=O)Nc1cccc(C)c1	-29	18
O=C1Nc2ccccc2C1=Nc1ccc(F)cc1	-5	2
COc1ccc(CC(=O)NCCCCc2ccccc2)cc1OC	-22	7
COc1ccccc1NS(=O)(=O)c1ccc(C)c(NS(=O)(=O)c2cc(C(=O)O)cc(C)c2C)c1	-11	42
COc1ccc(CN2CCNC(=O)C2CC(=O)N(C)CC2CCOCC2)cc1OC (centres undefined)	-8	9
O=c1c([N+](=O)[O-])c(NCCN2CCCCCC2)c2ccccc2n1-c1ccccc1	-36	20
COc1ccc(S(=O)(=O)N2CCOC2CNC(=O)C(=O)NCC(C)C)cc1 (centres undefined)	-19	37
COc1ccc(OC(=O)c2cccnc2)cc1	2	9
CC(C)Cn1c(-c2ccccc2)nc(=S)c2c1CCCC2	-9	15
COC(=O)c1ccc(C(=S)N2CCCCC2)cc1	-1	-5
CC1CCCCN1C(=O)COc1ccc2ccc(=O)oc2c1 (centres undefined)	-14	-3
Nc1ccc(Cc2nc3cc4ccccc4cc3[nH]2)cc1	-10	0
CCNC(=O)c1ccc(CSc2nc3ccccc3s2)cc1	-9	46
CC1(C)CC(=O)C2=C(C1)N(c1ccc(F)cc1)C(=O)C2(NC(=O)c1ccccc1)C(F)(F)F (centres undefined)	-1	11
COc1ccc(F)cc1S(=O)(=O)N1CCN(Cc2ccc3c(c2)OCO3)CC1	-29	15
CCN(CC)c1ccc(CNc2ccc(Br)cn2)cc1	-24	15
COc1cc(C(=O)Cc2nc3ccccc3n2C)cc(OC)c1OC	-20	10
CCCCCCCn1c(=N)n(CC(=O)c2ccco2)c2ccccc21	-25	9
COc1ccc(C2C(C(=O)N3CCN(c4ccccn4)CC3)CC(=O)N2c2ccc(OC)cc2)cc1 (centres undefined)	-12	43
Cc1ccc(Cl)cc1N1CCN(S(=O)(=O)c2c(C)noc2C)CC1	-36	7
O=C1N/C(=N/O)S/C1=C/c1cccc([N+](=O)[O-])c1	-11	25
COc1cccc(CNC(=O)Cn2cc([N+](=O)[O-])cn2)c1	2	9
O=C(Nc1ccccc1OC(F)F)c1ccccc1	-5	4
C=CCNc1nc(N)c(C(=O)c2ccc3c(c2)OCO3)s1	-11	36
CC(C)(C)C(=O)COC(=O)c1cc(-c2ccncc2)nc2ccccc12	-34	16
